Bioassay records (PubChem)
KLK7 zymogen act = proKLK7 (human) activation, primary screen; P49862; purified proKLK7, EDANS-DABCYL substrate fluorescence; 100% is mature enzyme control, 0% vehicle; activation, % at 7 µM; 370,000 compounds, 0.9% hits;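 active = activation above the mean of all tested compounds plus 3 SD, computed per campaign excluding outliers beyond control limits, cut at about 13% in these data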
ADAM17 inh = inhibits human ADAM17. inhibition, % at 6.95 µM. P78536. AID 720648. recombinant ADAM17, EDANS/DABCYL FRET peptide cleavage. 370,000 compounds, 0.83% hits;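 active = inhibition above the mean of compounds lying between control limits plus 3 SD, set per campaign, cut at about 8.5% in these data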;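 also: 0% = DMSO-only wells as the low control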
UHRF1 binding = UHRF1 methyl-DNA binding inhibition; Q96T88; UHRF1 binding to methylated oligo, TR-FRET; inhibition, % at 4.4 µM; 370,000 compounds, 0.75% hits; in the data active = inhibition above about 21%;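 also: UHRF1 SRA domain binding a hemimethylated CpG hairpin DNA probe; 0% = median of test compound wells and 100% = reference inhibitor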
DDE Tn6 FP inh = inhibitors of Tn6 peptide binding to human fibrin DD(E); P02675; Fibrin DD(E) TRITC-Tn6 fluorescence polarization displacement; inhibition, % at 8.3 µM; AID 720509; 370,000 compounds, 0.21% hits;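 active = inhibition above a per-campaign cutoff: mean of compounds within control limits plus 3 SD, cut at about 15% in these data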;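 also: 0% = median of all compound wells on the plate and 100% = blocking peptide control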
PLC-beta3 inh = PLC-beta3 (human) inhibition, primary screen; Q01970; Purified PLC-beta3, fluorogenic substrate, fluorescence; inhibition, % at 12.2 µM; 370,000 compounds, 0.18% hits; AID 720704; in the data active = inhibition above about 11%;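 also: 0% = median of compound wells on plate and 100% = full blocker control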
ASAP1 GAP inh = ASAP1 ArfGAP inhibition; Q9ULH1; ASAP1-stimulated ARF1 GTP hydrolysis, GDP FP detection; inhibition, % at 16.5 µM; 360,000 compounds, 0.19% hits; in the data active = inhibition above about 25%;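 also: 0% = vehicle with enzyme and substrate and 100% = no enzyme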
Target sequence (Q9ULH1 325-724 limits assumed): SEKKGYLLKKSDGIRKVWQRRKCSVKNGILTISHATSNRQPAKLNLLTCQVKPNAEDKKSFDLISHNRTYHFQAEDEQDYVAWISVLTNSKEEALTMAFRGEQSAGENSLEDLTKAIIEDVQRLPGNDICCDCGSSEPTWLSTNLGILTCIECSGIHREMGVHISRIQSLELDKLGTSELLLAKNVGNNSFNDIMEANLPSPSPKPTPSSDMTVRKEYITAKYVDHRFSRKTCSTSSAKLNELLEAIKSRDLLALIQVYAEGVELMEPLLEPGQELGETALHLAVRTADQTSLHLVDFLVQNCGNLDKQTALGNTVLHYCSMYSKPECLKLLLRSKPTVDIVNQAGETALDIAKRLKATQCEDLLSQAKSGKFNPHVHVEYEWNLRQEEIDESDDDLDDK
MBD2 inh = MBD2-methylated oligo binding inhibition | TR-FRET, MBD2 binding to methylated oligonucleotide | AID 686964 | 370,000 compounds, 0.31% hits | Q9UBB5 | inhibition, % at 4.4 µM; in the data active = inhibition above about 13%
Target sequence (Q9UBB5 whole entry, looked up): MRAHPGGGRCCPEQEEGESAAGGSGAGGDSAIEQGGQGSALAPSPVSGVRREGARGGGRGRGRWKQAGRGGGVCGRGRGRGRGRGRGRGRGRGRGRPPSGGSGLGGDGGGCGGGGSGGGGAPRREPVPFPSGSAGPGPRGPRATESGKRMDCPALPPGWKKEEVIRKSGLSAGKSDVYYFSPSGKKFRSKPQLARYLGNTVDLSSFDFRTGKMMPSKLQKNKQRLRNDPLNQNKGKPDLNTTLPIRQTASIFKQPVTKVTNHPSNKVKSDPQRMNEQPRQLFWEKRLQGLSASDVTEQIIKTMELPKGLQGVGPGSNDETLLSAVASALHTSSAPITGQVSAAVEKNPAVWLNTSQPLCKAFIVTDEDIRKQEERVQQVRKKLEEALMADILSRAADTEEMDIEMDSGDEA
PLCg1 inh = blocks human PLC-gamma1 enzyme activity; 370,000 compounds, 0.84% hits; inhibition, % at 12.2 µM; AID 720700; P19174; purified PLC-gamma1, fluorogenic substrate, fluorescence; in the data active = inhibition above about 9.5%
ARFGAP1 inh = inhibitors of rat ARFGAP1; Q62848; Arfgap1-stimulated ARF1 GTP hydrolysis, GDP FP detection; inhibition, % at 16.5 µM; 360,000 compounds, 0.26% hits;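 active = inhibition above a per-plate limit, mean inhibition of low control wells plus 3 SD, cut at about 25% in these data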;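 also: 0% = DMSO wells with enzyme and 100% = wells lacking Arfgap1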
Target sequence (Q62848 1-136 limits assumed): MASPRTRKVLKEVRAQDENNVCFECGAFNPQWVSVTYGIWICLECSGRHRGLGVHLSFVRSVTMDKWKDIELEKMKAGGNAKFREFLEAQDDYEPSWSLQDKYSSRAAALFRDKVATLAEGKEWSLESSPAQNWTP
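Material: rat Arfgap1 GAP domain (His6, aa 1-136), purified enzyme. Also added: human ARF1(Δ1-17)-GTP substrate. Compound dosing: 16.5 µM single point, 1.26% DMSO. Timing: enzyme reaction 120 min at 25 °C after 20 min preincubation. Signal: GDP detection by fluorescence polarization. Read-out basis: percent inhibition of GAP-stimulated GDP formation, scaled between DMSO and no-Arfgap1 medians.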
DDE Tn7 FP inh = disrupts Tn7 cyclic peptide binding to fibrin D-Dimer-E complex; P02675; FP displacement of FITC-Tn7 peptide from fibrin DD(E); 0% = median of compound wells per plate; inhibition, % at 8.3 µM; 370,000 compounds, 0.13% hits; AID 720508;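 active = inhibition above the mean of compounds falling within the control limits plus 3 SD of them, cut at about 14% in these data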;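 also: 0% = plate median of compound wells and 100% = 10 µM Aha-Tn7 peptide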
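system = human fibrin DD(E) protein | quantity = DD(E) 2 µM final | medium = Tris/NaCl/CaCl2 buffer, pH 7.8 | also added = labelled Tn7 tracer, 0.1 µM | compound dosing = single point at 8.3 µM | timing = compound with protein 10 min, then 3 h after probe, room temperature | signal = FP measurement | benchmarks = Aha-Tn7 high control | repeats = one replicate per compound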
An asterisk follows results filed as active; i = inactive; / = not tested or not shown.

SMILES | KLK7 zymogen act | ADAM17 inh | UHRF1 binding | DDE Tn6 FP inh | PLC-beta3 inh | ASAP1 GAP inh | MBD2 inh | PLCg1 inh | ARFGAP1 inh | DDE Tn7 FP inh
O=C(O)CCC(NC(=O)C1CCCN1C(=O)OCc1ccccc1)C(=O)O (stereo unspecified) | -0.2 | -3 | 1 | 1 | 2 | 2 | -1 | 0 | -3 | -3
CCN1CCN(Cc2cc(=O)oc3cc4c(cc23)CCC4)CC1 | -0.2 | -8 | -2 | 7 | -13 | 0 | -1 | -10 | 3 | -3
COc1ccc(NS(=O)(=O)c2ccc(C)c(C(=O)NCC(c3ccco3)N3CCCCC3)c2)cc1 (stereo unspecified) | 0.3 | 2 | 1 | -4 | -7 | 16 | -8 | 0 | 12 | -6
Cc1ccc(N(CC(O)CN2CCCCC2)S(=O)(=O)c2ccccc2)cc1 (stereo unspecified) | 0.1 | -3 | 6 | 1 | -7 | 9 | 2 | -3 | 11 | 2
C/C(=N\NC(=O)c1ccccc1C)c1cccnc1 | -0.7 | -5 | 2 | -5 | -9 | 0 | 5 | -1 | -1 | 6
COc1cc(CC(=O)NC(c2ccccc2)c2ccccc2)cc(OC)c1OC | 0.1 | -2 | 0 | 4 | -3 | -2 | 3 | 4 | 3 | -2
CCN(CC)CC(=O)NC1CC(C)(C)Cc2c1cnn2-c1ccc(F)cc1 (stereo unspecified) | 0.5 | 0 | -2 | 10 | -2 | -7 | -6 | 4 | 3 | 7
CCOC(=O)Cc1csc(NC(=O)c2ccncc2)n1 | -0.7 | -2 | 0 | -7 | 3 | -1 | 0 | 4 | 4 | -1
CCN(C/C=C/c1ccccc1OC)Cc1ccccc1 | 0.6 | -3 | -2 | 2 | -2 | -11 | -4 | 1 | -6 | 5
Cn1c(=O)n(CCCOc2ccc(Br)cc2)c2ccccc21 | -0.2 | 2 | 1 | 8 | -1 | -14 | 4 | -3 | -19 | -2
CC(C)Nc1nnc(SC(C)C(=O)N(C)C2CCCCC2)s1 (stereo unspecified) | -0.2 | 0 | -1 | 1 | -3 | 3 | 3 | -1 | 7 | 0
COc1ccc(Oc2cnn(-c3ccccc3)c(=O)c2Br)cc1 | 1.0 | -3 | -3 | -3 | -17 | -2 | 1 | -5 | -3 | -2
CCN(CC)Cc1c(O)ccc2c(C)c(CC(=O)OC)c(=O)oc12 | 58* | i | 4 | 7 | i | -5 | -1 | i | 1 | 3
O=C(COC(=O)CNC(=O)c1ccc(Cl)cc1Cl)NNC(=O)c1ccccc1 | -0.4 | -4 | -3 | -3 | -5 | 1 | -4 | -2 | 7 | 0
COc1cccc(Cn2ncc3c4sc(S(C)=O)cc4n(C)c3c2=O)c1 (stereo unspecified) | / | -7 | 3 | 4 | -2 | / | -4 | 2 | / | 2
COc1ccc(CCNC(=O)CCSc2nc(-c3ccco3)cc(C(F)(F)F)n2)cc1 | 0.0 | 1 | 3 | -4 | -2 | -3 | -2 | -2 | 6 | -4
O=C(c1cc2ccccc2oc1=O)N(Cc1ccccc1)CC1CCCO1 (stereo unspecified) | 0.4 | -1 | -1 | -1 | 2 | -1 | -1 | 0 | -6 | -3
C/C(Nc1ccccc1)=C(/C#N)C(N)=O | 0.3 | -4 | 0 | 3 | 2 | -1 | 2 | 2 | 7 | 3
CN(CC(=O)Nc1ccc(F)c(F)c1F)C(=O)CCN1C(=O)C2CCCCC2C1=O (stereo unspecified) | 0.4 | 2 | 2 | -1 | -3 | -2 | -2 | 8 | -18 | -3
Cc1ccc(O)c(-c2cc(-c3cccc(Br)c3)n[nH]2)c1 | -0.2 | 5 | 1 | -21 | -1 | 12 | 4 | 1 | 17 | -10
NC(=O)c1ccc(NC(=O)COc2ccc([N+](=O)[O-])cc2Cl)cc1 | 0.3 | 1 | -2 | 5 | 2 | -2 | 0 | 2 | 3 | -6
Cc1ccc(N=Nc2[nH]c3ccccc3c2O)cc1 | 1.9 | 5 | 1 | 3 | -13 | 6 | 0 | -6 | 3 | -5
S=c1nc(NCCc2ccccc2Cl)c2ccccc2[nH]1 | 0.2 | 0 | 2 | 2 | -4 | -11 | 0 | 0 | -2 | 8
Cc1ccc(C)c(N2CCN(C(=O)C3CCCN(S(=O)(=O)c4cnc[nH]4)C3)CC2)c1 (stereo unspecified) | 0.4 | 1 | 2 | 3 | 4 | -12 | -6 | 0 | 6 | 5
Cc1cnc(C(=O)OCC(=O)Nc2cc(Cl)cc(Cl)c2)cn1 | -0.2 | -2 | 6 | 8 | -3 | -6 | 6 | 1 | 14 | 2

New compounds follow
SMILES | KLK7 zymogen act | ADAM17 inh | UHRF1 binding | DDE Tn6 FP inh | PLC-beta3 inh | ASAP1 GAP inh | MBD2 inh | PLCg1 inh | ARFGAP1 inh | DDE Tn7 FP inh
Cc1nnc(SCC(=O)NCC(=O)Nc2ccc(F)c(F)c2F)n1N | 0.2 | 2 | 5 | -2 | -1 | 2 | -2 | 0 | 9 | -4
CC(c1ccco1)N(C(=O)c1ccccc1NS(=O)(=O)c1cc([N+](=O)[O-])ccc1Cl)c1ccccn1 (stereo unspecified) | 0.1 | 1 | 26* | 0 | -2 | -3 | 6 | 1 | -1 | -2
CC(C)(C)[C@H]1COC(=O)[C@H](NC(=O)OCC2c3ccccc3-c3ccccc32)C/C=C\C[C@@H](CC(=O)N[C@@H](CO)Cc2ccccc2)C(=O)N1 | 0.3 | 0 | 1 | -1 | -2 | -5 | -5 | -3 | -2 | -8
COc1ccc(NC(=O)c2ccc3c(c2)C(=O)N(Cc2cccnc2)C3=O)cc1 | -0.5 | -2 | 1 | 3 | 3 | -7 | 3 | 4 | -1 | -7
CC(C)N(C(=O)COC(=O)CCC(=O)c1cccs1)c1ccccc1 | -0.5 | -1 | 0 | -1 | 0 | 9 | 5 | 0 | 0 | -4
COc1ccc(NS(=O)(=O)c2cc(NC(=O)Cc3cccs3)ccc2C)cc1 | -0.3 | 0 | 0 | 2 | 4 | -2 | -2 | 5 | 5 | -4
O=C(CSc1nnnn1-c1ccc2c(c1)OCO2)NCc1cccs1 | -0.4 | -6 | -1 | -8 | -1 | -9 | -5 | -2 | -10 | 3
COc1ccccc1NC(C)C(=O)N/N=C/c1cccs1 (stereo unspecified) | -0.5 | -5 | -1 | -7 | -1 | 10 | 4 | -1 | 11 | -3
COCCCn1c(C(=O)Nc2ccc3c(c2)OCO3)cc2c(=O)n3cccc(C)c3nc21 | -1.8 | -6 | 0 | 0 | -6 | 13 | -6 | -4 | -3 | 7
O=C(CCC(=O)OCC(F)(F)C(F)F)Nc1ccc(Cl)cc1 | -0.3 | 1 | -2 | -1 | 5 | -10 | 1 | 3 | -7 | -2
Cc1nnc(SCC(=O)N2CCCC(N3CCN(c4ccc(F)cc4)CC3)C2)o1 (stereo unspecified) | -0.2 | 2 | 0 | 0 | -2 | -6 | 1 | 2 | 1 | 5
CCOc1c(Br)cc(CNCc2cccs2)cc1OC | -0.3 | -2 | 0 | 1 | 1 | 1 | -6 | -1 | 0 | 1
CC1=C(C(=O)N2CCCCCC2)CC(CC(=O)NCCc2ccccn2)C(=O)N1Cc1ccc(C(C)(C)C)cc1 (stereo unspecified) | -0.4 | -6 | 4 | -4 | 0 | 9 | 3 | -1 | 6 | 1
CC(=O)NCCC(=O)Nc1cc(S(=O)(=O)N2CCOCC2)ccc1Oc1ccccc1 | -0.1 | 1 | 3 | -4 | -1 | -4 | -2 | 3 | -1 | -4
CC(=O)Nc1ccc(NC(=O)CN(c2ccccc2Cl)S(C)(=O)=O)cc1 | -0.4 | -1 | -2 | 6 | 3 | -4 | 3 | 3 | -11 | 4
Cn1c([N+](=O)[O-])cnc1N1CCN(c2nncs2)C1=O | -0.5 | 0 | -1 | 1 | 0 | 5 | 3 | 5 | 0 | -1
CCS(=O)(=O)N1CCC(C(=O)Oc2ccc(C(=O)OC)cc2)CC1 | 0.1 | -2 | 1 | -1 | -7 | -3 | 5 | 3 | 16 | 2
CCOC(=O)N1CCC(NC(=O)c2cc(C(=O)Nc3ccc(F)cc3F)ccc2CO)CC1 | -0.2 | 3 | 0 | 1 | 7 | 3 | -7 | 3 | 3 | -8
O=C(Cn1nnc(-c2ccc(F)cc2)n1)NC(=O)NC1CCCCC1 | 0.5 | 6 | -1 | 0 | -6 | -10 | -5 | 0 | 9 | 3
COc1cccc(C2=NN(C(=O)c3cccs3)C(O)(C(F)(F)F)C2)c1 (stereo unspecified) | 0.4 | -2 | -1 | -1 | -19 | 3 | 3 | -7 | -6 | -3
CC(C)Oc1c(Br)cc(Br)cc1/C=N/NC(N)=S | -0.5 | 8 | -2 | 1 | 5 | -5 | -6 | 3 | -14 | 1
CCOc1ccc(N=Nc2c(=O)[nH]n3c(C)cc(C)nc23)cc1 | 0.1 | 4 | -24 | -2 | 0 | -10 | -26 | 1 | -1 | -3
CCN(c1ccccc1)S(=O)(=O)c1cc2c(cc1C)N(C)CCO2 | 0.5 | 1 | 1 | 5 | 3 | 4 | 0 | 0 | -7 | -5
O=C(O)c1ccc([N+](=O)[O-])cc1 | 0.0 | 2 | 16 | -1 | -3 | 12 | 13 | 13* | -7 | -6
Cc1cccc(NC2=C(NCCO)C(=O)c3ccccc3C2=O)c1 | 1.1 | -15 | -1 | 9 | -8 | -5 | -15 | -3 | -2 | 3
O=C(NCc1cccnc1)C1CC(=O)N(CCc2ccccc2)C1 (stereo unspecified) | 0.5 | -1 | -1 | 7 | 4 | -14 | -4 | 3 | 17 | -4
Cc1cccc(N2CCC(NCc3c(C(=O)N4CCCCC4)nc4c(C)cccn34)CC2)c1 | -0.1 | -3 | 0 | -7 | -2 | 1 | 5 | 0 | -6 | -3
CCN(C(=O)CSc1nc(C2CC2)n(-c2ccccc2)n1)C1CCS(=O)(=O)C1 (stereo unspecified) | -0.1 | 2 | 0 | -1 | -3 | 1 | -1 | 3 | 6 | -4
CC1CN(CC(=O)NCc2ccccc2)CC(C)O1 (stereo unspecified) | 0.0 | 1 | -2 | 5 | -3 | -2 | -2 | 1 | -5 | -7
CC1CCN(C(=O)COC(=O)c2ccc3ccccc3n2)CC1 | -0.3 | -3 | 0 | -1 | -9 | -1 | -3 | 0 | -5 | 7

An excerpt of these results, with values under each structure.
Values run as follows: KLK7 zymogen act | ADAM17 inh | UHRF1 binding | DDE Tn6 FP inh | PLC-beta3 inh | ASAP1 GAP inh | MBD2 inh | PLCg1 inh | ARFGAP1 inh | DDE Tn7 FP inh
CCS(=O)(=O)N1CCC(C(=O)Oc2ccc(C(=O)OC)cc2)CC1
 : 0.1 | -2 | 1 | -1 | -7 | -3 | 5 | 3 | 16 | 2
CCOC(=O)N1CCC(NC(=O)c2cc(C(=O)Nc3ccc(F)cc3F)ccc2CO)CC1
 : -0.2 | 3 | 0 | 1 | 7 | 3 | -7 | 3 | 3 | -8
COc1cccc(C2=NN(C(=O)c3cccs3)C(O)(C(F)(F)F)C2)c1 (stereo unspecified)
 : 0.4 | -2 | -1 | -1 | -19 | 3 | 3 | -7 | -6 | -3
O=C(O)c1ccc([N+](=O)[O-])cc1
 : 0.0 | 2 | 16 | -1 | -3 | 12 | 13 | 13* | -7 | -6
